BRCA1 expr up – qHTS Assay to Identify Small Molecule Activators of BRCA1 Expression; 1.1% of 380,000 active; Potency, µM (series often up to 46.1 µM), for inactives: at the highest dose activation, hits mostly activators; MCF7-BRCA1-FFLuc reporter, luminescence, 48 h; response scale: scaled: vehicle 0%, 10 µM genistein 100%; note: potency is the fitted concentration of half-maximal effect; nearly all actives have a fitted effect of over 80% in size; some results filed as inactive show a strong effect at the top dose
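48 h compound treatment of MCF7-BRCA1-FFLuc cells (phenol-red free MEM, 37 °C), then 15 min with luciferase substrate and luminescence imaging.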
Integrin act MD – qHTS for Activators of Integrin-Mediated Alleviation for Muscular Dystrophy; Potency, µM (doses to about 38.3 µM), for the others: top-dose activation, most hits filed as activators; alpha7betagal myoblasts, beta-gal FDG fluorescence, 48 h; 0.064% of 350,000 active;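 note: potency is the fitted concentration of half-maximal effect; 100% = response of the positive control SU9516; nearly all actives have a fitted effect of over 60% in size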
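Alpha7betagal+/- myoblasts (passage 13) were plated 16-24 hr, then exposed to compounds (1:260 dilution of DMSO stock) for 48 hours at 37C. After MPER lysis, β-galactosidase reporter activity was read as FDG fluorescence (ex 480/em 540) after 30 minutes.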
ELG1 repair inh – qHTS screen for small molecules that inhibit ELG1-dependent DNA repair in human embryonic kidney (HEK293T) cells expressing luciferase-tagged ELG1. HEK293T ELG1-luciferase reporter, luminescence, 16 h; DNA damage induced by 5-fluorouridine. Potency, µM (top dose mostly 46.1 µM), for inactives: top-dose activity change, negative = inhibition, actives largely listed as inhibitors. 2.3% of 330,000 active. AID 504467, 2011; note: potency is the fitted concentration of half-maximal effect; % is set by controls: 0 for no effect and ±100 for the full control effect; nearly all actives have a fitted effect of over 55% in size
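DMSO vehicle served as the neutral condition. Each well held 2,000 cells given 5-fluorouridine plus compound; after 16 hr at 37 °C/5% CO2, ONE-Glo was added and luciferase measured 30 min later.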
B2AR arrestin – qHTS assay of beta-arrestin-biased ligands of beta2-adrenergic receptor. AID 492947, 2010. 0.02% of 330,000 active. beta-arrestin recruitment to beta2AR, cell-based reporter. Potency, µM (titrated, usually from 46.1 µM), without a hit: at the top dose activation, usual class: activators;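 note: potency is the fitted concentration of half-maximal effect; 0% = DMSO controls and full agonism = EC100 isoproterenol or metaproterenol; nearly all actives have a fitted effect of over 65% in size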
Target sequence (P07550 whole entry, looked up): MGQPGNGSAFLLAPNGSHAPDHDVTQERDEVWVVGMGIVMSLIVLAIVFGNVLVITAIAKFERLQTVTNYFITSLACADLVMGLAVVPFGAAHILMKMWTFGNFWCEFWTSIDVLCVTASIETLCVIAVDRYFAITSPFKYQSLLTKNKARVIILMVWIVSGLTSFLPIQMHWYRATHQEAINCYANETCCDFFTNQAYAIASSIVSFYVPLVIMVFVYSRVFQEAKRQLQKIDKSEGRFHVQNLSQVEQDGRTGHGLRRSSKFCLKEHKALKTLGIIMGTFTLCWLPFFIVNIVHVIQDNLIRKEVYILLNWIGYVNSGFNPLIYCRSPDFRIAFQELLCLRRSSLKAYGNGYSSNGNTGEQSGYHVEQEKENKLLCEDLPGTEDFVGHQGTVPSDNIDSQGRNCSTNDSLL
CXXC DNA block – qHTS Fluorescence Polarization Assay for Inhibitors of MLL CXXC domain - DNA interaction; Histone-lysine N-methyltransferase 2A (Homo sapiens), Q03164; MLL-CXXC / FITC-HOXA9 DNA fluorescence polarization; Potency, µM (titrated, usually from 115 µM), for the others: top-dose activity change, negative = inhibition, usual class: inhibitors; 0.037% of 290,000 active; active = well fitted inhibition curve with a large enough effect in the polarisation, with a control signal flat, not every such curve was filed as active; inconclusive = small, poorly fitted or top-dose-only effect, or effect the other way, or a change in a side signal; inactive = no such curve, though single readings can be large or run the other way; the % refers to the polarisation; note: potency is the fitted concentration of half-maximal effect
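Purified MLL-CXXC (added from a 7 uM solution) was preincubated 5 min at ambient with pinned compounds in 50 mM Tris-HCl pH 7.5, 50 mM NaCl, 1 mM DTT, 0.05% BSA. Fluorescein-labeled HOX-A9 DNA (50 nM solution) followed, 30 min, then polarization read.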
TRPV1 ag – HTS Assay for Compounds that Act as Agonists of the Vanilloid Receptor 1 | TRPV1-expressing cells, Fluo-8 calcium influx, agonist mode | 0.19% of 320,000 active | activation, % at 8.33 µM; in the data active = activation above about 80%; inconclusive = between about 30% and that limit; note: 0% is about no effect
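TRPV1-expressing cells were cultured overnight at 35.5C and loaded with Fluo-8 calcium dye for 40 to 90 min at room temperature. After a 10 s baseline, compound was added and calcium influx was read kinetically for 3 min (ex 480/em 520 nm).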
PTAP TSG101 blk – qHTS Assay for Iinhibitors of HIV-1 Budding by Blocking the Interaction of PTAP/TSG101; 340,000 tested, under 10 active; AID 493005, 2010; Potency, µM (doses to about 115 µM), without a hit: top-dose activity change, negative = inhibition, most hits filed as inhibitors; Fluorescence polarization, FITC-PTAP peptide / Tsg101 binding; Tumor susceptibility gene 101 protein (Homo sapiens), Q99816; active = well fitted inhibition curve with a large enough effect in the main read-out, with a control signal flat, not every such curve was filed as active; inconclusive = small, poorly fitted or top-dose-only effect, or effect the other way, or a change in a side signal; inactive = no such curve, though single readings can be large or run the other way; note: potency is the fitted concentration of half-maximal effect; % of control where 0% means no effect
Target sequence (Q99816 whole entry, looked up): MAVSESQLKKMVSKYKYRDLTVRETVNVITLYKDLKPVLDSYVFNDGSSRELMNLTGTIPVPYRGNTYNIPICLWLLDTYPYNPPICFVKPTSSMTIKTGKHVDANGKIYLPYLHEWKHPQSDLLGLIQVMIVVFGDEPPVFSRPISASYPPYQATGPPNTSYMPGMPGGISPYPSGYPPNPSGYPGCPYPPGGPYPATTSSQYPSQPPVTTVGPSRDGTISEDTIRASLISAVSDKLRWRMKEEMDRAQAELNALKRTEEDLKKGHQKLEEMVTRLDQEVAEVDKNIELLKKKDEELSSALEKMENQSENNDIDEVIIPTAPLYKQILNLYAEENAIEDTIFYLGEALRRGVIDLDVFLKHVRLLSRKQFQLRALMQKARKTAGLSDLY
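Tsg101 binding domain (10 uM final) was mixed with compound and a FITC-labeled PTAP peptide (50 nM final) in HEPES pH 7.5 buffer with NaCl, Tween 20, EDTA and TCEP; fluorescence polarization was read after 20 min at r.t.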
TCR act – Activators of T cell receptors: qHTS campaign | primary human leukocytes, anti-CD3, IL-2 HTRF, 48 h | Potency, µM (top dose mostly 9.22 µM), without a hit: at the highest dose activation of IL-2 secretion, usual class: activators | 330,000 tested, under 10 active; note: % of control where 0% means no effect
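IL-2 release read by HTRF sandwich (Eu cryptate donor, d2 acceptor, 665 nm emission) after 48 hr exposure of primary human leukocytes to compound together with anti-CD3 beads in the absence of co-stimulatory signals.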
AT treatment – qHTS Assay for Identifying a Potential Treatment of Ataxia-Telangiectasia; AID 485349, 2010; […] A-T fibroblasts, KAP-1 phosphorylation AlphaLISA; neocarzinostatin DNA damage 30 min before lysis; Potency, µM (series often up to 57.5 µM), inactives show at the highest dose activation, most hits filed as activators; 0.19% of 320,000 active; note: potency is the fitted concentration of half-maximal effect; % of control where 0% means no effect; nearly all actives have a fitted effect of over 45% in size
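ATM-like activity read as KAP-1 phosphorylation via AlphaLISA donor/acceptor antibody pairs after lysis and 6 hr at 25C. Cells were ATM-null patient fibroblasts ([…], hTERT), dosed 60 min, then exposed to the DSB inducer NCS for 30 min.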
p53 reactivator – qHTS assay for re-activators of p53 using a Luc reporter | H1299 p53-A138V BP100-luciferase reporter, luminescence, 24 h | Potency, µM (series often up to 92.2 µM), for inactives: top-dose activity change, positive = activation, most hits filed as activators | 0.063% of 320,000 active | AID 504706, 2011; note: potency is the fitted concentration of half-maximal effect; % of control where 0% means no effect; nearly all actives have a fitted effect of over 45% in size
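H1299 (p53-null), stable ts p53-A138V + BP100-Luc; 1000 cells/well, Opti-MEM/10% FBS; cpd 4 pt, 1:5; 24 h, 37 deg C, 5% CO2; detection reagent 10 min RT; luminescence.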
* = called active by the depositor; ? = inconclusive; / = not tested or not shown; [ ] = remark or other dose. Unless noted, calls come from the whole dose curve; as a rule, active = well fitted curve in the direction sought with a large enough effect; inconclusive = small, poorly fitted or top-dose-only effect, or another doubt; inactive = no such curve, though single readings can be large; an effect the other way counts as inactive or inconclusive. Rows were taken by chance; overall some 3.8% were active at least once.

SMILES | BRCA1 expr up | Integrin act MD | ELG1 repair inh | B2AR arrestin | CXXC DNA block | TRPV1 ag | PTAP TSG101 blk | TCR act | AT treatment | p53 reactivator
CCOc1nc(-c2ccc(C)cc2)ccc1-c1noc(COC)n1 | -8.2% | -19.8% | -15.4% | -0.2% | 3.6% | 1.3 | -5.7% | 5.8% | 5.6% | 1.1%
O=C(Nc1ccc(O)c2c(=O)cc(-c3ccccc3Cl)oc12)c1cccc(Cl)c1 | 3.6% | 28.6% | -9.0% | -0.5% | 9.2% | -0.1 | -1.8% | -3.0% | -5.2% | -0.8%
O=C1c2ccccc2C(=O)N1CC1c2ccccc2CCN1S(=O)(=O)c1cnc[nH]1 (stereo not given) | -47.7% | -6.8% | 5.0% | 0.0% | 6.4% | 3.5 | -2.0% | 1.8% | -1.6% | -7.0%
Cc1ccc(-c2ccc(/C=N/NC(N)=S)o2)cc1 | 25.0% | -7.9% | ? | ? | 1.2% | 2.0 | -5.0% | -1.2% | -2.7% | ?
Cc1ccccc1N(CC(=O)N1CCc2ccccc2C1)S(C)(=O)=O | 2.6% | -18.8% | 3.4% | 0.0% | -6.6% | 2.1 | -8.0% | -12.4% | 9.8% | /
O=C(Nc1ccccc1)c1ccc2snnc2c1 | -13.4% | 22.1% | ? | 0.0% | 2.6% | ? | -0.8% | 7.1% | -0.6% | 4.9%
COc1ccc(C(C)(C)C)cc1NC(=O)CCCN1C(=O)CN(C)C1=O | -2.3% | -14.9% | 1.2% | 0.0% | / | -0.8 | -3.6% | 5.3% | 12.3% | 1.1%
CN(C)S(=O)(=O)c1cccc(NC(=O)CN2C(=O)C3C4C=CC(C4)C3C2=O)c1 (stereo not given) | 0.5% | -32.6% | -0.3% | -0.3% | 2.0% | 1.0 | -1.3% | -3.0%[46.1 µM] | 5.2% | -1.0%
CCOc1ccc(NC(=O)NCCCN2CCCC2)cc1 | 61.3% | 7.7% | 2.5% | -0.1% | -3.1% | -1.5 | -4.8% | 0.1% | -4.0% | 1.6%
Cc1ccnc(NS(=O)(=O)c2ccc(NC(=O)CCc3ccccc3)cc2)n1 | -0.4% | 3.1% | 0.4% | -0.6% | -4.3% | -2.2 | -3.7% | -4.1% | 3.8% | 1.8%
Nc1nc(CN2CCN(c3cccc(Cl)c3)CC2)nc(N2CCCc3ccccc32)n1 | -33.5% | 0.0% | -4.1% | 0.1% | 26.5% | -0.2 | 0.5% | -1.0% | 1.6% | -7.2%
CCCCCC1=C(C(=O)OC)C(C(=O)OCC)N(S(=O)(=O)C(F)(F)F)c2ccccc21 (stereo not given) | -24.8% | -14.2% | ? | -0.5% | / | / | 0.5% | -3.2%[46.1 µM] | 0.7% | 1.6%
Cc1ccc(C(=O)N/C(N)=N/c2nc3ccccc3o2)cc1 | 49.6% | 0.2% | ? | 5.5% | 2.1% | 1.9 | -2.0% | -2.2% | 3.4% | 6.1%
COc1cc2c(cc1OC)-c1cc(Nc3cccc(F)c3)nc(=O)n1CC2 | -19.3% | 0.0% | ? | -0.4% | 1.2% | 2.8 | -2.6% | 2.3% | 17.1% | -0.2%
O=C(COC(=O)CNS(=O)(=O)c1ccc(F)c(F)c1F)NC1CC1 | -5.1% | 3.7% | 2.7% | 0.3% | / | 0.1 | 0.3% | 1.1% | -1.4% | 5.0%
O=C(Nc1ccccc1)Nc1ccc(Oc2cccnc2)nc1 | 67.0% | -8.7% | ? | -0.4% | 1.7% | 11.0 | -3.2% | 7.9% | 1.5% | 3.0%
O=C(CCc1ccccc1)Nc1cc(C(F)(F)F)ccc1Cl | 5.9% | 18.7% | -5.9% | -0.5% | -10.8% | -0.9 | / | / | 5.9% | -4.7%
Cc1ccccc1N1C(=O)CC(c2c[nH]c3ccccc23)C1=O (stereo not given) | -2.8% | -10.7% | 9.6% | -0.1% | 1.5% | 11.3 | 1.4% | 3.5% | 2.4% | -0.3%
CC(=O)Nc1ccc(S(=O)(=O)N(C)CC(=O)NC2=NCCS2)cc1 | -20.2% | -7.4% | -1.9% | 0.1% | -3.0% | -1.1 | -6.2% | -2.7% | 1.1% | -0.4%
O=c1c(-c2ccc(F)cc2)[n+]([O-])c2ccccc2n1OCc1ccccn1 | 0.4% | 1.0% | 0.3% | 0.1% | 9.4% | -0.4 | -3.6% | 3.3% | 3.5% | 7.5%
Cc1ccc(NC(=O)CCn2nc(C)cc2C)cc1 | 3.5% | 5.3% | 9.5% | -0.2% | 4.1% | -1.7 | -2.7% | 4.9% | -7.0% | -0.6%
Cc1ccc(NC(=S)Nc2cccc3cnccc23)cc1 | -9.6% | -12.3% | ? | 0.0% | 18.6% | 0.7 | 0.2% | 0.6% | -0.9% | 12.4%
Cn1ccs/c1=N\C(=O)Nc1cccc(Cl)c1 | 3.55µM* | 11.5% | ? | -0.9% | 0.7% | ? | -7.5% | 1.0% | 4.1% | 5.5%
O=C(OCc1ccccc1)N1C=CC2CC1c1c(Cl)cccc12 (stereo not given) | -19.1% | -3.9% | / | / | / | / | -6.2% | -2.6% | / | /
Cc1ccc2c(c1)C=CC(C)(C)S2(=O)=O | -6.2% | 5.5% | 1.3% | 0.2% | 16.6% | 2.5 | -2.2% | -0.9%[46.1 µM] | -3.4% | -0.5%
C/C(=N/NC(=O)c1cc(O)c(O)c(O)c1)c1ccc([N+](=O)[O-])cc1 | -20.8% | -5.6% | 4.2% | 5.9% | 10.6% | -3.0 | -4.5% | 0.3% | -5.8% | 2.8%
CN(Cc1ccccc1)C(=O)CN1CCN(S(=O)(=O)c2ccc(Cl)c(Cl)c2)CC1 | -17.5% | 45.5% | -4.8% | 0.0% | / | 14.4 | -5.2% | -2.0% | -2.4% | -17.7%
CC(=O)C1=C(NC(=O)c2ccc(F)cc2)CC2C1C2(C)C (stereo not given) | -9.7% | -18.1% | 5.2% | 0.0% | -0.1% | -10.9 | 4.8% | 1.7% | 12.4% | 5.4%
COc1ccc(CNC(=O)CN(C)S(=O)(=O)c2ccc(Cl)cc2)cc1 | -3.3% | -9.9% | -1.3% | 0.2% | 10.0% | 0.0 | -1.4% | -7.6% | 5.6% | -5.0%
NC(=O)COC(=O)c1cc([N+](=O)[O-])ccc1NCCO | 12.2% | 2.6% | 0.7% | -0.9% | 8.0% | -0.5 | -1.3% | 10.1% | 2.7% | -1.0%
COCCCn1c(=NC(=O)c2ccncc2)c(C#N)cc2c(=O)n3cccc(C)c3nc21 | -0.4% | -0.5% | -12.1% | -0.1% | ? | 0.6 | -22.4% | -6.6% | 5.1% | 6.3%
COC(=O)CCC(=O)Nc1ccccc1C(=O)Nc1ccccc1 | 34.8% | -4.5% | 0.0% | -1.2% | 1.3% | 1.9 | -2.2% | -4.3% | 2.2% | 1.7%
COc1ccc(-c2nc3ccc(C(=O)NCC(OC)OC)cc3nc2-c2ccc(OC)c(OC)c2)cc1OC | -3.7% | -20.5% | 1.03µM* | -1.1% | -3.6% | -2.9 | -5.7% | -8.3% | -8.6% | -6.2%
CCN(CC(=O)Nc1cc(Cl)ccc1C)C(=O)Cc1sc(C)nc1-c1ccc(F)cc1 | -9.6% | -37.4% | 0.0% | 0.2% | / | 14.5 | -7.3% | 3.7% | 3.9% | -2.3%
c1ccc(C(=C2CCCO2)c2ccccc2)cc1 | -9.7% | -16.8% | / | / | / | / | 0.2% | -3.3% | / | /
COCCNC(=O)CN(CC1CCCO1)C(=O)CCC(=O)Nc1ccccn1 (stereo not given) | 9.9% | 9.4% | 6.3% | -0.1% | 9.3% | 0.1 | -1.0% | 3.9% | -3.5% | -1.7%
Cc1ccc(-n2nc3c(n2)/C(=N/O)CC/C3=N\O)cc1 | -29.7% | 6.7% | ? | -0.9% | 7.3% | 1.8 | -0.6% | 2.5%[46.1 µM] | -1.9% | ?
Cc1c(N2C(=O)/C(=C3\C(=O)N(CC(=O)O)c4ccccc43)SC2=S)c(=O)n(-c2ccccc2)n1C | -14.3% | -3.7% | ? | 0.1% | -25.3% | -0.7 | 2.5% | -5.0% | -5.6% | 3.7%
Cc1ccccc1-n1ccnc1SCC(=O)NC1CCCC1 | 18.7% | 3.6% | 4.3% | 0.0% | 11.1% | 0.0 | -4.4% | -3.6% | -10.9% | 1.5%
